Assay outcomes (PubChem)
Nrf2 ARE act = Nrf2 pathway activation | Potency, µM (series often up to 46.1 µM), inactives show top-dose activation, actives largely listed as activators | AID 624171 | 0.31% of 410,000 active | AREc32 ARE-luciferase reporter (MCF7-derived line), luminescence, 24 h; also: potency is read from the fitted curve at half-maximal effect; % of control where 0% means no effect; nearly all actives have a fitted effect of over 65% in size
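ARE activation measured as luciferase luminescence (Steady-Glo, 30 min RT) in AREc32_Fluc cells after 24 hr compound exposure at 37 deg C, 5% CO2; cells seeded overnight at 1000/well in OPTI-MEM, 5% FBS.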
A549 tox = kills or reduces viability of A549 cells in Nrf2 counter-screen | A549 ARE-Fluc cells, CellTiter-Fluor viability, 18-24 h | Potency, µM (top dose mostly 46 µM), for the others: at the top dose activity change, negative = cytotoxicity, hits mostly inhibitors | 0.16% of 390,000 active | AID 504648; also: potency is read from the fitted curve at half-maximal effect; % is scaled to controls: 0 for no effect and ±100 for the full control effect
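Cytotoxicity counterscreen: CellTiter-Fluor fluorescence was measured in A549 ARE_Fluc cells after 18-24 h of compound exposure in a concentration series. The subsequent BugLite luminescent read reports ARE-luciferase activity.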
Nrf2 inh = blocks Nrf2 signaling. A549 ARE-Fluc reporter, luciferase luminescence, 18-24 h. Potency, µM (series often up to 46 µM), without a hit: at the highest dose activity change, negative = inhibition, usual class: inhibitors. 2.1% of 360,000 active. AID 504444; also: potency is read from the fitted curve at half-maximal effect; % is scaled to controls: 0 for no effect and ±100 for the full control effect; nearly all actives have a fitted effect of over 60% in size
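Reporter: ARE-Fluc in A549. Exposure: 18-24 h, 37 °C, 5% CO2, 5% FBS OPTI-MEM. Readouts: fluorescent cytotoxicity (CellTiter-Fluor), then luminescent Nrf2 signal after BugLite.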
MmCpn inh = M. maripaludis TRiC chaperonin inhibition; purified Mm-Cpn ATPase, ADP Transcreener TR-FRET; Potency, µM (highest dose often 76.9 µM), inactives show at the highest dose activity, negative = inhibition, actives largely listed as inhibitors; 0.031% of 330,000 active; AID 504842; also: potency is read from the fitted curve at half-maximal effect; % is scaled to controls: 0 for no effect and ±100 for the full control effect; nearly all actives have a fitted effect of over 80% in size
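Purified archaeal Mm-CPN (25nM final) preincubated 10 min at 37degC with compound, then 10uM ATP for 30 min at 37degC; ADP measured by HTRF Transcreener TR-FRET; buffer 30 mM TRIS pH 7.4, 100mM KCl, 5mM MgCl2, 1mM DTT.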
ATXN viability = cell viability loss in ATXN counter-screen; S2 cells (HEK-293 line with an ATXN2-luciferase reporter) viability, CellTiter-Fluor protease fluorescence, 24 h; Potency, µM (series often up to 56.7 µM), most hits filed as cytotoxic; 0.49% of 400,000 active; AID 651635; also: potency is read from the fitted curve at half-maximal effect; nearly all actives have a fitted effect of over 40% in size
HepG2 tox = HepG2 cytotoxicity, counter-screen for TGF-b inhibitors. 0.76% of 410,000 active. Potency, µM (doses to about 46.1 µM), for inactives: at the highest dose activity change, negative = cytotoxicity, actives largely listed as cytotoxic. HepG2 CAGA-GFP viability, ATP luminescence, 18 h; also: potency is read from the fitted curve at half-maximal effect; some results filed as inactive show a strong effect at the top dose
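CellTiter-Glo luminescence gave cytotoxicity after 18 hours at 37 degrees C. The cells were HepG2 CAGA-GFP in 1% FBS DMEM, stimulated with 500 pg/mL TGF-beta after compound addition. %Activity was normalised to no-cell wells (complete cell-killing) and DMSO (no toxicity), and curves were fitted and classified.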
TGFb SMAD3 inh = inhibitors of TGF-b signaling; HepG2 CAGA-GFP TGF-b/SMAD3 reporter, GFP fluorescence, 18 h; TGF-beta stimulated, 500 pg/mL final; Potency, µM (highest dose often 46.1 µM), for inactives: top-dose activity, negative = inhibition, most hits filed as inhibitors; 1.2% of 410,000 active; AID 588855; also: potency is read from the fitted curve at half-maximal effect; % is scaled to controls: 0 for no effect and ±100 for the full control effect; nearly all actives have a fitted effect of over 65% in size
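TGF-beta reporter screen: HEPG2 CAGA-GFP, 1% FBS, 500 pg/mL TGF-beta final, 18 h; per-cell GFP summed per well; curves fitted and categorized by class.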
pAkt inh = blocks phosphorylation of Akt | Neuro2A IGF-stimulated pAkt S473 HTRF, 20 min; hits give low values | 0.32% of 360,000 active | AID 651550 | activity change, % for hits at 50 µM; in the data active = activity change below about -80%; inconclusive = mostly about -51% to -80%; also: % is scaled to controls: 0 for no effect and ±100 for the full control effect
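Single-point screen (50 µM final compound) in Neuro2A cells stimulated 20 min with 6 nM IGF at 37 deg C. After lysis, Ser473-phosphorylated Akt read by HTRF (ex 330 nm, em 615/665 nm) as the 665/615 ratio.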
CCT chaperon mod = cytosolic chaperonin activity modulation; purified chaperonin ATPase assay, HTRF ADP detection, 30 min; activity change, % (test concentration not listed), hits read low; 0.3% of 360,000 active; in the data active = activity change below about -30%; also: % is scaled to controls: 0 for no effect and ±100 for the full control effect
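Enzyme 40 or 20 nM (batch-dependent) in Tris pH 7.4/KCl/MgCl2/DTT; cpd 76 uM single point; ATP 10 uM; 30 min 37 °C; Transcreener ADP HTRF detection, 30 min RT; ratio 665/615.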
An asterisk follows results filed as active; i = inactive; u = inconclusive; x = not tested or not shown; & = joins results of further samples. Unless noted, calls follow the shape of the dose curve; as a rule, active = well fitted curve in the direction sought with a large enough effect; inconclusive = small, poorly fitted or top-dose-only effect, or another doubt; inactive = no such curve, though single readings can be large; an effect the other way counts as inactive or inconclusive.

Start of the data: the first 2 entries, ahead of the listing:
SMILES	Nrf2 ARE act	A549 tox	Nrf2 inh	MmCpn inh	ATXN viability	HepG2 tox	TGFb SMAD3 inh	pAkt inh	CCT chaperon mod
CCOc1ccc(NC(=O)c2cc(C)nc3c2c(C)nn3-c2cccc(F)c2)cc1	-0.5%	-3%	u	x	i	-4%	-4%	x	x
CCC(CC)c1nnc(NC(=O)c2cccc(S(=O)(=O)N3CCOCC3)c2)s1	-0.7%	-2%	u	0%	i	-24%	-13%	i	-1.9

Results, previewed entries included:
SMILES	Nrf2 ARE act	A549 tox	Nrf2 inh	MmCpn inh	ATXN viability	HepG2 tox	TGFb SMAD3 inh	pAkt inh	CCT chaperon mod
CCOc1ccc(NC(=O)c2cc(C)nc3c2c(C)nn3-c2cccc(F)c2)cc1	-0.5%	-3%	u	x	i	-4%	-4%	x	x
CCC(CC)c1nnc(NC(=O)c2cccc(S(=O)(=O)N3CCOCC3)c2)s1	-0.7%	-2%	u	0%	i	-24%	-13%	i	-1.9
Cc1ccc(-c2nc(SCC(=O)N(C)c3c(N)n(Cc4ccccc4)c(=O)[nH]c3=O)n[nH]2)cc1	-0.1%	-1%	-5%	-6%	i	4%	-5%	i	2.9
Cc1nn2cc(-c3ccc(N)cc3)nc2s1	2.6%	1%	u	-1%	i	-3%	-1%	x	-2.6
O=C(Nc1sc(-c2ccccc2)cc1C(=O)O)c1ccccc1	0.2%	0%	u	-3%	i	-18%	u	i	-3.2
CCO[C@@H]1OC(C(N)=O)=C[C@H](C2CC2)[C@H]1CCCO	-0.1%	-1%	4%	x	i	-16%	-23%	i	-2.0
COc1ccccc1N1CCN(C(=O)c2ccc3[nH]c4c(c3c2)CCCC4)CC1	0.1%	9%	-19%	4%	i	1%	0%	i	-0.9
COC(=O)C(Cc1ccccc1)NC(=O)c1cccc(S(=O)(=O)N(C)C)c1 (configuration not stated)	-0.4%	5%	25%	-5%	i	-51%	-13%	i	-0.4
CCOC(=O)CSc1nnc(-c2ccc([N+](=O)[O-])cc2)o1	0.4%	2%	6%	2%	i	-20%	-23%	i	0.7
Cc1nc2cc(C(F)(F)F)ccc2n1CCNc1nc(-c2ccc(F)cc2)cs1	10%	1%	6%	-2%	i	-7%	-23%	i	-3.5
O=C1NC[C@H](CCCCN2C[C@H](Cc3ccccc3)N(CCc3ccc(O)cc3)C(=O)C2=O)N(CCc2ccccc2)C1=O	0.2%	x	x	x	i	x	x	i	0.4
CC(C)C(c1nnnn1C1CCCC1)N1CCN(c2ccccc2F)CC1 (configuration not stated)	-0.2%	14%	-15%	0%	i	-7%	-20%	i	-11
CC(=O)Oc1ccc(-c2ccc(C(=O)Nc3cccc(S(=O)(=O)N4CCOCC4)c3)cc2)cc1	-0.7%	u	13µM*	-23%	i	-14%	11µM*	i	-3.5
CCC(=O)NC(Nc1cc(C)cc(C)n1)(C(F)(F)F)C(F)(F)F	-0.1%	8%	0%	-1%	i	-26%	-3%	i	-0.9
c1ccc(COC2CCCN(Cc3nc(-c4cccs4)no3)C2)nc1 (configuration not stated)	3.0%	6%	11%	-6%	i	1%	6%	i	-0.8
O=C(NC(Cc1ccccc1)C(=O)O)/C(=C/c1ccco1)NC(=O)c1cccc([N+](=O)[O-])c1 (configuration not stated)	-0.2%	-5%	-6%	3%	u	5%	2%	i	0.5
NC(=O)C1CCN(c2nc(-c3ccc(F)cc3)cs2)CC1	-0.8%	-4%	6%	-8%&1%	i	6%	10%	x	x
CCOC(=O)C1CCCN(S(=O)(=O)c2ccc3[nH]c(=O)oc3c2)C1 (configuration not stated)	0.4%	0%	-15%	x	x	2%	u	x	x
Cc1ccc(S(=O)(=O)N2CCC(C(=O)NCCCOC(C)C)CC2)cc1	-0.3%	0%	7%	-1%	i	-59%	-2%	i	-4.0
COC(=O)c1cccc(NC(=O)NC(=O)c2ccccc2Cl)c1	-1.8%	-7%	u	2%	i	-3%	-11%	i	0.3
CC(C)OC(=O)Cn1cnc2ccc(Br)cc2c1=O	3.5%	6%	17%	1%	i	-12%	17%	i	-2.5
CCc1nnc2c(NCCc3ccc(OC)c(OC)c3)nc3ccccc3n12	-0.5%&1.1%	0%&1%	-5%&-5%	1%	i	-15%&0%	-12%&-8%	i	-3.5
Oc1c(Br)cc(Br)cc1C=Nc1cccc2ncccc12	5.2%	-6%	1%	x	i	-28%	u	i	2.4
COc1ccc(-c2csc(N3CCN(Cc4ccc5c(c4)OCO5)CC3)n2)cc1	-0.9%	0%	-26%	-1%	i	-6%	-11%	i	-1.6
Cc1ccc(-c2cc(C(=O)Oc3ccccc3)c3cc(C)ccc3n2)cc1	0.0%	-4%	0%	x	i	5%	-18%	x	x
O=C(c1cccs1)N1CCN(C(=O)C(c2ccccc2)c2ccccc2)CC1	-1.0%	-3%	-20%	1%	u	-12%	4%	i	-9.4
CCC1(C)Cc2c(C#N)c(N)n(-c3ccccc3)c(=S)c2CO1 (configuration not stated)	0.3%	0%	6%	-2%	i	9%	-18%	i	-1.6
CN(CC(=O)NCCc1ccc(F)cc1)Cc1ccccc1	0.4%	12%	5%	u	i	-5%	-15%	i	-2.0
CCOC(=O)C1CCCN(C(=O)c2sc3nc(-c4ccc(OC)cc4)cn3c2C)C1 (configuration not stated)	0.4%	-1%	20%	-13%	x	-3%	2%	x	1.3
Cc1ccccc1CC(=O)N1CCN(S(=O)(=O)c2cccs2)CC1	-0.4%	2%	-2%	-2%	i	-3%	15%	i	-0.1
CCOc1ccc(NC(=O)c2c(C)oc3nc(C)nc(N4CCOCC4)c23)cc1	0.4%	1%	u	x	x	-11%	0%	x	x
Nc1ccc(Oc2ncccn2)c(Cl)c1	0.4%	5%	0%	1%	i	5%	5%	i	-4.1
COc1ccc(OC)c(CNc2ncc(-c3ccc(F)cc3)n2C)c1	-0.7%	2%	-1%	-1%	i	-45%	-11%	i	-0.3
Cc1ccc(Nc2sc(C(=O)c3ccccc3)c(N)c2S(=O)(=O)c2ccccc2)c(C)c1	-0.1%	-12%	2%	x	x	-11%	-18%	x	x
CCCNC(=O)c1ccccc1NS(=O)(=O)c1ccc(OC)c(OC)c1	-0.2%	-3%	-6%	1%	i	-29%	-1%	i	1.4
CCc1nc2ccc(C(=O)Nc3ccc4c(c3)OCC(=O)N4)cn2c1N(CC)Cc1cccc(Br)c1	-4.8%	x	x	x	40µM*	-19%	u	x	-1.8
Oc1ccc[n+](CC(O)c2ccccc2)c1 (configuration not stated)	-1.8%	16%	-11%	4%	i	2%	17%	i	-1.3
Cn1c(SCC(=O)Nc2cccc(NC(=O)c3cccs3)c2)nnc1-c1ccncc1	0.1%	26%	x	-2%	i	-4%	19%	i	3.6
CNC[C@H](Cc1ccccc1)NC[C@@H](Cc1cccc2ccccc12)NCCc1ccc(C)cc1	-3.8%	0%	17%	-1%	u	18µM*	u	i	1.0
O=C(C1=C(O)C(=O)N(CCCn2ccnc2)C1c1ccccc1)c1ccco1 (configuration not stated)	-0.5%	-1%	3%	-3%	i	0%	-1%	i	0.3
Cc1nc2ncnn2c(C)c1CCC(=O)NCCCN1CCN(c2cccc(Cl)c2)CC1	-0.2%	5%	-4%	0%	i	-3%	-22%	i	-2.8
COc1cc(C=NNC(=S)Nc2ccc(S(=O)(=O)N3CCCCC3)cc2)cc(OC)c1OC	3.1%	x	x	x	i	-10%	-20%	i	-0.4
Cc1cccc(OCc2nc(CC(=O)Nc3ccc(C)c(C)c3)cs2)c1	0.6%	-6%	-3%	x	i	0%	11%	x	x
CCn1nc(C)c(/C=N/NC(=O)c2ccoc2C)c1C	-0.2%	5%	x	0%	i	-10%	20%	i	-2.6
CN(CCC#N)c1ccc(/C=C(\C#N)c2ccccn2)cc1	-0.8%	u	u	0%	i	-43%	3%	i	-0.3
Cc1c(Cl)c(C(=O)NNC(=S)Nc2ccccc2)nn1C	2.7%	4%	u	1%	i	-12%	-7%	i	-24
CCc1ccc(C(=O)OCC(=O)c2c(N)n(CC(C)C)c(=O)n(C)c2=O)cc1	2.7%	-2%	-30%	0%	i	-29%	u	i	-0.6
Nc1nc(C(=O)N2CCOCC2)nn1C(=O)c1ccc(Cl)cc1	-0.8%	1%	4%	-1%	i	-5%	0%	i	0.0
CC(C)[C@H](NS(=O)(=O)c1cccc(C(F)(F)F)c1)C(=O)OCC(N)=O	2.5%	-6%	-13%	1%	i	-5%	-3%	i	-1.9
CCOc1ccc2[nH]c(=O)c(CN(CCCO)C(C)=O)cc2c1	2.2%	-4%	7%	-1%	i	-2%	14%	x	-1.3

Other records
SMILES	Nrf2 ARE act	A549 tox	Nrf2 inh	MmCpn inh	ATXN viability	HepG2 tox	TGFb SMAD3 inh	pAkt inh	CCT chaperon mod
O=C(Nc1ccc(F)cc1)C(Sc1nnc2ccccn12)c1ccccc1 (configuration not stated)	3.0%	-7%	-3%	-3%	i	0%	-18%	i	-0.9
N#CC(c1ccccc1)(c1ncc(C(F)(F)F)cc1Cl)N1CCOCC1 (configuration not stated)	2.1%	16%	11%	0%	i	-4%	-6%	i	-3.2
CC(C)Oc1ccc(CNC(=S)N/N=C/c2ccc([N+](=O)[O-])cc2)cc1	2.7%	-6%	8%	-1%	i	0%	-16%	i	-0.5
Cc1cccc(C)c1NC(=O)N1CCC(C(N)=O)(N2CCCCC2)CC1	-0.9%	3%	1%	x	i	2%	-8%	x	x
CC1CCN(CC(=O)Nc2ccc(S(=O)(=O)N3CCCCC3)cc2)CC1	0.1%	19%	0%	0%	i	-2%	2%	i	-0.8
COCCNC(=O)CSc1ncnc2sc(-c3ccccc3)cc12	4.6%	-3%	6%	-2%	i	-2%	19%	i	0.2
